A549 tox – counter-screen for Nrf2 inhibitors: cytotoxicity in A549 cells | A549 ARE-Fluc cells, CellTiter-Fluor viability, 18-24 h | Potency, µM (titrated, usually from 46 µM), without a hit: top-dose activity change, negative = cytotoxicity, hits mostly inhibitors | actives 0.16% (n = 390,000); also: potency is read from the fitted curve at half-maximal effect; % is scaled to controls: 0 for no effect and ±100 for the full control effect
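A549 ARE_Fluc cells in 5% FBS OPTI-MEM were exposed to compounds in concentration-response for 18-24 h at 37 deg C. Viability was read by CellTiter-Fluor fluorescence (Ex 405/Em 525) after 30 min, before the luciferase read.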
Nrf2 inh – inhibitors of Nrf2 signaling; A549 ARE-Fluc reporter, luciferase luminescence, 18-24 h; Potency, µM (series often up to 46 µM), for inactives: at the highest dose activity change, negative = inhibition, actives largely listed as inhibitors; actives 2.1% (n = 360,000); also: potency is read from the fitted curve at half-maximal effect; % is scaled to controls: 0 for no effect and ±100 for the full control effect; nearly all actives have a fitted effect of over 60% in size
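Nrf2 function is reported as luminescence of an ARE-controlled luciferase in A549 cells. Compounds were tested at several concentrations, and a CellTiter-Fluor read on the same wells flagged cytotoxicity.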
HepG2 viability – kills HepG2 cells in TGF-b inhibitor counter-screen; Potency, µM (titrated, usually from 46.1 µM), for inactives: at the highest dose activity change, negative = cytotoxicity, most hits filed as cytotoxic; actives 0.76% (n = 410,000); HepG2 CAGA-GFP viability, ATP luminescence, 18 h; AID 588856; also: potency is read from the fitted curve at half-maximal effect; some results filed as inactive show a strong effect at the top dose
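HepG2 CAGA-GFP cells (1000/well, DMEM with 1% FBS) received compound, then TGF-beta at 500 pg/mL final, and were incubated 18 hours at 37 degrees C. Viability was read by CellTiter-Glo luminescence. Media-only wells were set as complete cell-killing and DMSO as no toxicity.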
CCT chaperon mod – changes cytosolic chaperonin activity; purified chaperonin ATPase assay, HTRF ADP detection, 30 min; AID 651819; activity change, % (no concentration beside the values), hits read low; actives 0.3% (n = 360,000); in the data active = activity change below about -30%; also: % is scaled to controls: 0 for no effect and ±100 for the full control effect
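Enzyme 40 or 20 nM (batch-dependent) in Tris pH 7.4/KCl/MgCl2/DTT; cpd 76 uM single point; ATP 10 uM; 30 min 37 °C; Transcreener ADP HTRF detection, 30 min RT; ratio 665/615.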
TGFb SMAD3 inh – blocks TGF-b signaling; AID 588855; Potency, µM (top dose mostly 46.1 µM), without a hit: at the top dose activity, negative = inhibition, hits mostly inhibitors; HepG2 CAGA-GFP TGF-b/SMAD3 reporter, GFP fluorescence, 18 h; TGF-beta stimulated, 500 pg/mL final; actives 1.2% (n = 410,000); also: potency is read from the fitted curve at half-maximal effect; % is scaled to controls: 0 for no effect and ±100 for the full control effect; nearly all actives have a fitted effect of over 65% in size
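Per well, imaged GFP fluorescence of HEPG2 CAGA-GFP cells gives the signal; cells get compound, then TGF-beta (500 pg/mL final), 18 h at 37 degrees C; %Activity versus -TGF-beta and +DMSO controls.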
ATXN viability – reduces viability in counter-screen for ATXN expression inhibitors; S2 cells (HEK-293 line with an ATXN2-luciferase reporter) viability, CellTiter-Fluor protease fluorescence, 24 h; Potency, µM (doses to about 56.7 µM), usual class: cytotoxic; actives 0.49% (n = 400,000); AID 651635; also: potency is read from the fitted curve at half-maximal effect; nearly all actives have a fitted effect of over 40% in size
Akt phos inh – blocks phosphorylation of Akt. Neuro2A IGF-stimulated pAkt S473 HTRF, 20 min; hits give low values. activity change, % for hits at 50 µM. actives 0.32% (n = 360,000); in the data active = activity change below about -80%; inconclusive = mostly about -51% to -80%; also: % is scaled to controls: 0 for no effect and ±100 for the full control effect
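Single-point screen (50 µM final compound) in Neuro2A cells stimulated 20 min with 6 nM IGF at 37 deg C. After lysis, Ser473-phosphorylated Akt read by HTRF (ex 330 nm, em 615/665 nm) as the 665/615 ratio.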
Nrf2 ARE act – activates Nrf2 signaling; AREc32 ARE-luciferase reporter (MCF7-derived line), luminescence, 24 h; Potency, µM (titrated, usually from 46.1 µM), for the others: at the highest dose activation, hits mostly activators; actives 0.31% (n = 410,000); AID 624171; also: potency is read from the fitted curve at half-maximal effect; % of control where 0% means no effect; nearly all actives have a fitted effect of over 65% in size
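ARE activation measured as luciferase luminescence (Steady-Glo, 30 min RT) in AREc32_Fluc cells after 24 hr compound exposure at 37 deg C, 5% CO2; cells seeded overnight at 1000/well in OPTI-MEM, 5% FBS.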
MmCpn inh – M. maripaludis TRiC chaperonin inhibition. purified Mm-Cpn ATPase, ADP Transcreener TR-FRET. Potency, µM (top dose mostly 76.9 µM), for inactives: top-dose activity, negative = inhibition, hits mostly inhibitors. actives 0.031% (n = 330,000). AID 504842; also: potency is read from the fitted curve at half-maximal effect; % is scaled to controls: 0 for no effect and ±100 for the full control effect; nearly all actives have a fitted effect of over 80% in size
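TR-FRET (320 nm excitation; 590 and 665 nm emission) reports ADP made from 10 uM ATP by 25 nM enzyme; compounds were preincubated 10 min, reaction run 30 min, both at 37°C.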
Active calls of the source: *; i = inactive; u = inconclusive; x = no result given. Unless noted, calls follow the shape of the dose curve; as a rule, active = well fitted curve in the direction sought with a large enough effect; inconclusive = small, poorly fitted or top-dose-only effect, or another doubt; inactive = no such curve, though single readings can be large; an effect the other way counts as inactive or inconclusive.

SMILES	A549 tox	Nrf2 inh	HepG2 viability	CCT chaperon mod	TGFb SMAD3 inh	ATXN viability	Akt phos inh	Nrf2 ARE act	MmCpn inh
OCC(CBr)(CBr)CBr	-11%	-2%	-11%	-0.8	2%	i	x	2.5%	1%
CCCc1c(-c2cccc(F)c2)ncn1Cc1ccccc1OC	x	x	x	-1.4	x	u	i	0.1%	x
CCCCCCN1C[C@H](O)[C@@H](n2cc(-c3ccc(F)cc3)nn2)C[C@@H]1c1ccc(C)cc1	x	x	-33%	-0.7	-24%	u	i	4.3%	x
CCCn1c(N)c(C(=O)CN2CCN(S(=O)(=O)c3cccc(Cl)c3)CC2)c(=O)[nH]c1=O	-2%	-10%	-3%	1.9	-18%	i	i	0.1%	-2%
Cc1ccc(C(C(=O)NCC2CCCO2)N(Cc2ccccc2)C(=O)c2ccc(-c3ccccc3)[nH]2)o1 (stereo unspecified)	u	u	-7%	-1.3	u	u	i	0.2%	1%
O=C(COC(=O)/C=C/c1ccc(Cl)cc1)Nc1cccc(S(=O)(=O)NC2=NCCCCC2)c1	-1%	-4%	7%	0.5	3%	i	i	0.2%	-1%
CCc1ccc(-c2cnc3ccccc3n2)cc1NC(=O)CNC(=O)c1ccccc1	-5%	u	8%	-2.7	5%	i	i	3.7%	-6%
COc1cccc(C(C)NC(=O)C2CCCO2)c1 (stereo unspecified)	5%	-10%	8%	0.8	0%	i	i	0.3%	-2%
CCCCN(C(=O)c1ccc([N+](=O)[O-])o1)c1c(N)n(CC(C)C)c(=O)[nH]c1=O	-2%	12%	-2%	-0.1	11%	i	i	3.2%	2%
NC(=O)CC(NC(=O)Cc1cccc2ccccc12)c1ccc(NCCOc2ccccc2)c([N+](=O)[O-])c1 (stereo unspecified)	-6%	-16%	-74%	-1.7	u	x	i	-0.9%	0%
N#Cc1ccccc1COC(=O)c1cc(=O)c2ccccc2o1	-4%	u	-14%	-1.1	-2%	i	i	u	3%
C/C(N)=C(/C#N)C(=O)COC(=O)CSc1ccccc1	8%	-28%	-2%	1.8	4%	i	i	0.8%	-1%
O=C(O)CSC1CC(=O)N(c2ccc(Cl)c(Cl)c2)C1=O (stereo unspecified)	12%	x	8%	2.7	-2%	i	i	0.0%	0%
O=C(CNS(=O)(=O)c1ccc(Cl)cc1)N/N=C/c1ccco1	7%	19%	3%	0.9	-1%	i	i	-0.6%	-1%
Cc1cccnc1NC(=O)COc1ccc2c(c1)CCC2	0%	u	-2%	-0.7	-16%	i	i	2.2%	-2%
O=C(CCN1C(=O)[C@H]2CC=CC[C@H]2C1=O)NCc1nc(-c2ccc(Cl)cc2)no1	-5%	-24%	1%	-1.2	-1%	i	i	0.1%	0%
CNc1cc(N2CCN(S(=O)(=O)N(C)C)CC2)ccc1[N+](=O)[O-]	u	-19%	-7%	0.9	0%	i	i	0.8%	-1%
CC(C)(CNC(=O)Cc1ccc(Cl)cc1Cl)N1CCOCC1	-5%	1%	4%	-0.4	2%	i	i	0.1%	0%
Cc1nn(Cc2cccc(Oc3ccccc3)c2)c(C)c1NC(=O)NC12CC3CC(CC(C3)C1)C2	-16%	u	7%	-2.4	-4%	u	i	-0.6%	0%
O=C(c1ccc(F)cc1)N1CCC(c2nc(-c3ccc(S(=O)(=O)N4CCCC4)cc3)no2)CC1	0%	-25%	-11%	x	-14%	x	x	-0.5%	x
CCOC(=O)c1c(-c2ccc(-c3ccccc3)cc2)csc1NC(=O)CNCCN(C)C	0%	-14%	i	0.2	u	u	i	-2.1%	1%
COc1ccc(-c2cc(-c3ccc(Cl)cc3)c(C#N)c(SCC(=O)O)n2)cc1	-10%	u	-26%	-1.8	u	i	i	-0.4%	2%
CCN(C(=O)c1cc2ccccc2oc1=O)c1ccccc1	-4%	u	7%	0.0	13%	i	i	4.0%	-9%
Cc1nc2ccccc2c2oc(C(=O)N3CCc4ccccc4C3)cc12	0%	u	-28%	-1.3	-29%	u	i	-0.3%	-3%
O=C(CCc1cn2ccccc2n1)NC1CCCc2c1cnn2-c1ccccc1F (stereo unspecified)	6%	-4%	-5%	-2.4	-8%	i	i	0.2%	1%
Cc1ccc(F)c(S(=O)(=O)NC(=O)C2(C)CCN2C(=O)Cc2ccsc2)c1 (stereo unspecified)	x	x	2%	1.4	-23%	i	i	0.6%	x
CC1(c2ccccc2)NC(=O)N(CC(=O)Nc2cc(S(=O)(=O)N3CCOCC3)ccc2Cl)C1=O (stereo unspecified)	-4%	-6%	-1%	1.3	16%	i	i	2.1%	0%
Cc1nc2ccccc2cc1C(=O)N(C)Cc1ccccc1	0%	-4%	3%	1.1	3%	i	i	0.8%	-1%
O=C1CN(S(=O)(=O)c2cc(Br)ccc2Br)CCN1	-1%	-4%	-6%	-2.0	-7%	i	i	-0.2%	1%
O=C(Nc1ccc(F)c(Cl)c1)C1CCCCC1	-3%	7%	-12%	-1.3	-17%	u	i	2.7%	-1%
O=C(Nc1ccccc1)N1N=CCC1c1ccccc1 (stereo unspecified)	-2%	2%	-3%	1.8	-4%	i	i	-0.1%	-4%
CCOC(=O)C1CCCN(C(=O)c2ccc3nc(-c4cccc(OC)c4)oc3c2)C1 (stereo unspecified)	-8%	8%	-6%	-0.7	0%	i	i	0.0%	0%
O=S(=O)(Nc1nc2c(s1)CCCC2)c1ccc(F)cc1	-8%	11%	-30%	0.2	-13%	i	i	-0.4%	-1%
Cc1cc(C)n(C(C)CC(=O)N2CCc3ccccc32)n1 (stereo unspecified)	1%	11%	-27%	-0.7	-1%	i	x	0.2%	-1%
CCc1ccccc1N(CC(=O)NC1CCCCC1)C(=O)CCC(=O)Nc1ccccn1	-3%	-14%	22%	-0.7	-11%	i	i	0.1%	0%
Cc1ccc(S(=O)(=O)c2nnn3c2nc(N2CCN(c4ccc(F)cc4)CC2)c2cc(Cl)ccc23)cc1C	0%	12%	10%	x	-3%	i	x	-0.6%	x
CC(/C=N/NC(=O)c1cc(-c2ccc(C)o2)[nH]n1)=C\c1ccccc1	3%	-3%	-37%	0.4	-25%	i	i	0.2%	-1%
CCCc1nc2c3ccccc3ccn2c1CC1CCCCC1	x	x	-85%	1.9	u	u	i	-0.2%	x
O=C(O)c1ccc(-n2c(=O)c3ccccc3c3ccccc3c2=O)cc1	-3%	-12%	-9%	1.0	2%	i	i	0.5%	-1%
O=C(CCCCn1c(=O)c2ccccc2n(Cc2ccccc2F)c1=O)NCc1ccccc1Cl	4%	-2%	11%	x	2%	i	x	-1.0%	x
CC(C)C(=O)NC(=S)Nc1ccc(S(=O)(=O)N(C)C)cc1	1%	-4%	9%	-1.3	4%	i	i	2.0%	1%
CCCn1c(N2CCN(CC(=O)Nc3ccc4c(c3)OCCO4)CC2)nc2ccccc21	-2%	0%	-2%	-0.5	2%	i	i	0.2%	0%
CCN(CC(=O)Nc1ccc(OC)cc1)C(=O)c1ccccc1Sc1ccccc1C#N	-1%	-21%	-9%	-1.2	5%	i	i	-0.5%	4%
COc1cccc(/C=N/NC(=O)c2cnn(-c3ccccc3)c2N)c1	-3%	-10%	-31%	-0.7	u	x	i	7.9%	0%
Cc1ccc(C(=O)Nc2cccc(-c3ccc(N4CCOCC4)nn3)c2)cc1	-11%	u	-4%	0.5	1%	i	i	0.6%	-2%

Single records, as listed above.
COc1cccc(/C=N/NC(=O)c2cnn(-c3ccccc3)c2N)c1 as listed: A549 tox: -3%; Nrf2 inh: -10%; HepG2 viability: -31%; CCT chaperon mod: -0.7; TGFb SMAD3 inh: u; ATXN viability: x; Akt phos inh: i; Nrf2 ARE act: 7.9%; MmCpn inh: 0%
Cc1ccc(C(=O)Nc2cccc(-c3ccc(N4CCOCC4)nn3)c2)cc1 as listed: A549 tox: -11%; Nrf2 inh: u; HepG2 viability: -4%; CCT chaperon mod: 0.5; TGFb SMAD3 inh: 1%; ATXN viability: i; Akt phos inh: i; Nrf2 ARE act: 0.6%; MmCpn inh: -2%

(further entries)
SMILES	A549 tox	Nrf2 inh	HepG2 viability	CCT chaperon mod	TGFb SMAD3 inh	ATXN viability	Akt phos inh	Nrf2 ARE act	MmCpn inh
Cc1ccc(C(=O)NCC2CCCO2)cc1N1CCCC1=O (stereo unspecified)	5%	0%	7%	4.8	13%	i	i	0.1%	1%
CCCN(CC1CC1)C(=S)Nc1ccccc1F	10%	-10%	-19%	-2.1	-6%	i	i	-0.2%	2%
O=C(Cn1ncc2c3ccccc3n(Cc3ccccc3)c2c1=O)N1CCCCCC1	-1%	9%	1%	x	1%	u	x	-0.6%	x
CC1OC(Nc2ccc(OC(F)(F)F)cc2)C(O)C(O)C1O (stereo unspecified)	3%	21%	-2%	-2.2	-18%	i	i	-0.1%	0%
S=c1[nH]c2cnccc2n1Cc1ccccc1	2%	u	-6%	2.3	-5%	i	i	0.2%	-6%
CCOC(=O)CC(NS(=O)(=O)c1cc(-c2cc(C)no2)ccc1C)c1ccc(C)cc1 (stereo unspecified)	13%	u	-25%	x	u	i	x	3.4%	x
COc1ccccc1CN(C)CC(=O)Nc1ccc(Cl)cc1C(F)(F)F	16%	1%	-14%	2.0	u	i	i	2.3%	-5%
Cc1cc(Cl)ccc1-c1nc(NCc2ccccc2)nc2ccsc12	x	x	-13%	-2.0	-16%	i	i	8.2%	x
CCOc1ccc(C(C)=O)cc1CSc1nc(C)cc(C)n1	3%	-9%	-11%	0.1	-4%	i	i	2.5%	-1%
CN1CCN(S(=O)(=O)c2ccc(Sc3nnc(-c4cccs4)n3-c3ccccc3)nc2)CC1	-4%	-13%	-17%	0.3	-17%	i	i	-0.7%	-6%
CN=C1N[C@H](c2ccccc2)N(c2ccccc2)S1	2%	16%	-1%	x	-2%	x	x	x	x
CC(=O)Nc1ccc(NC(=O)CCCNC(=O)c2ccc(Cl)cc2)cc1	2%	-8%	-13%	0.9	8%	i	i	-0.5%	2%
Cc1ccc2c(c1)NC(=O)C(CC(=O)Nc1ccccc1Cl)O2 (stereo unspecified)	0%	u	-22%	x	0%	x	x	-0.1%	x

This is a random part of the collection; 4.4% or so of the library scored in one or more.
